High-throughput results deposited in PubChem BioAssay by National Center for Advancing Translational Sciences (NCATS).
SNCA viab count = reduces viability of HEK-293 SNCA reporter cells | HEK-293-SNCA-luc viability, GF-AFC fluorescence, 24 h | Potency, µM (highest dose often 57.1 µM), for the others: at the top dose activity change, negative = cytotoxicity, most hits filed as cytotoxic | 150,000 tested, 0.12% active;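 also: potency is read from the fitted curve at half-maximal effect; 0% = DMSO-treated cells and -100% = medium-only wells without cells; nearly all actives have a fitted effect of over 30% in size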
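HEK-293-SNCA-luc cells (1500/well) plated 24 h, then exposed 24 h to a dilution series; GF-AFC added 30 min at 37C, fluorescence 405/540 nm; normalised to medium-only and DMSO wells, Hill fit.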
GPT2 inh = inhibitors of human GPT2 alanine aminotransferase | AID 1671188 | Potency, µM (highest dose often 57.7 µM), inactives show at the highest dose activity change, negative = inhibition, usual class: inhibitors | 100,000 tested, 0.25% active | Q8TD30 | Recombinant GPT2, coupled pyruvate oxidase/HRP Amplex Red fluorescence; also: potency is read from the fitted curve at half-maximal effect; nearly all actives have a fitted effect of over 60% in size; many of its hits are not listed in these tables
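Recombinant GPT2 (10ng/uL) with 250uM a-KG and 2mM L-alanine, 30 min at room temperature, in HEPES pH 7.5 buffer. Pyruvate detected by pyruvate oxidase/HRP/Amplex Red fluorescence after 30 min in the dark; AOA (50uM) as positive control.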
3T3 cytotox = NIH 3T3 cell cytotoxicity | NIH 3T3 viability, CellTiter-Glo ATP luminescence, 48-72 h | Potency, µM (top dose mostly 96.7 µM), for inactives: at the top dose activity change, negative = cytotoxicity, hits mostly inhibitors | 94,000 tested, 4.3% active | AID 1345082; also: potency is read from the fitted curve at half-maximal effect; nearly all actives have a fitted effect of over 55% in size
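Cytotoxicity was measured by CellTiter-Glo ATP luminescence after 48 or 72 h compound exposure at 37 °C. Mouse NIH 3T3 fibroblasts were seeded at 400 cells/well and dosed by 23 nL pin transfer.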
SNCA expr inh = reduces expression of the alpha-synuclein gene | HEK-293 SNCA-luciferase knock-in, luminescence, 24 h | 140,000 tested, 0.17% active | AID 1671194 | Potency, µM (highest dose often 57.2 µM), without a hit: at the highest dose activity change, negative = inhibition, most hits filed as inhibitors;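 also: potency is read from the fitted curve at half-maximal effect; plate controls were DMSO cells for no effect and cell-free wells for full effect; nearly all actives have a fitted effect of over 45% in size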
IP6K1 inh = inhibitors of human IP6K1; Q92551; IP6K1 kinase, ADP-Glo luminescence, 2 h; active compounds read low; 140,000 tested, 0.81% active; activity change, % (series mostly up to about 58 µM); in the data active = activity change below about -25%
Target sequence (Q92551 whole entry, looked up): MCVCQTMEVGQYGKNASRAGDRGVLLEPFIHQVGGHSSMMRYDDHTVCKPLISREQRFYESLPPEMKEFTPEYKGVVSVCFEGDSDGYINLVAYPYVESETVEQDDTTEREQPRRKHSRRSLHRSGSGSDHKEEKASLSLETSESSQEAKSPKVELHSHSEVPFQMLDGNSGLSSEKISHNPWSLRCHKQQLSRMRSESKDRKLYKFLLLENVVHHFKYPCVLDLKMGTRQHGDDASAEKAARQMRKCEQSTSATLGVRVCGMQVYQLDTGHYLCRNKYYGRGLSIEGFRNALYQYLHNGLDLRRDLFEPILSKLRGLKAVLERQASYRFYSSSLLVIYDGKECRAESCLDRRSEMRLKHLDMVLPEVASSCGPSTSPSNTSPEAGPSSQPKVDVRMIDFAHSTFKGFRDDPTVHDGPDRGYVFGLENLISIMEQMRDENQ
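ADP-Glo luminescence measures ADP made by human IP6K1 during a 2 h RT reaction with ATP/IP6 (mix at 1.3 mM/130 uM); top library doses 57.5 and 19.1 uM final.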
HEK cytotox = cytotoxic compounds in HEK 293 cells; HEK 293 viability, ATP luminescence (CellTiter-Glo), 48-72 h; Potency, µM (highest dose often 115 µM), inactives show at the top dose activity change, negative = cytotoxicity, hits mostly inhibitors; 94,000 tested, 6.6% active; AID 1345083; also: potency is read from the fitted curve at half-maximal effect; nearly all actives have a fitted effect of over 60% in size
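HEK 293 cells at 250 cells/well were exposed to compounds by pintool transfer for 48 or 72 hr at 37 degree Celsius, 5% CO2. Viability was read as ATP-coupled luminescence with CellTiter-Glo after 10 min at room temperature.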
Luciferase inh = blocks purified firefly luciferase enzyme activity | purified P. pyralis luciferase, luminescence, biochemical | Potency, µM (top dose mostly 115 µM), inactives show at the highest dose activity change, negative = inhibition, usual class: inhibitors | 76,000 tested, 2.5% active | AID 1347043; also: potency is read from the fitted curve at half-maximal effect; nearly all actives have a fitted effect of over 65% in size
Target sequence (P08659 whole entry, looked up): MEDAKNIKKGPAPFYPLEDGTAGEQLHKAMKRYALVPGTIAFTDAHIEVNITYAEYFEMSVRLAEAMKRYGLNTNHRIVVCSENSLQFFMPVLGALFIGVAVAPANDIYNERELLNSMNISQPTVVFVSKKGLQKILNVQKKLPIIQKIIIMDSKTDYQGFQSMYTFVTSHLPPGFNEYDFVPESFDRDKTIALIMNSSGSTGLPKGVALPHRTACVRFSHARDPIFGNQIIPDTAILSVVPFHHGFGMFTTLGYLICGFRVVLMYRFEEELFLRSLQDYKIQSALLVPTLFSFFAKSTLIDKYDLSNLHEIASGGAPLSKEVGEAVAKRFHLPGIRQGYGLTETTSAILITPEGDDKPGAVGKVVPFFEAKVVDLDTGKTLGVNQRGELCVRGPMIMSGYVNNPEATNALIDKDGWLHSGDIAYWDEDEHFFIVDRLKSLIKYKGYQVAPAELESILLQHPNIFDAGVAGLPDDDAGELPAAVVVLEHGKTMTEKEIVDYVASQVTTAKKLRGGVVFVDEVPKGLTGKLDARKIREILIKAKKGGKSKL
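Purified 10nM P. pyralis luciferase with 10uM D-luciferin and 10uM ATP in 50mM Tris acetate pH 7.5, 10mM Mg acetate, 0.01% Tween-20, 0.05% BSA. qHTS titration; luminescence read by CCD imager.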
Starred values were filed as active, the others as inactive; i = inactive; ? = inconclusive; nt = not tested or not shown; [ ] = another dose, or the depositor's remark. Unless noted, calls follow the shape of the dose curve; as a rule, active = well fitted curve in the direction sought with a large enough effect; inconclusive = small, poorly fitted or top-dose-only effect, or another doubt; inactive = no such curve, though single readings can be large; an effect the other way counts as inactive or inconclusive. Unless noted, % is scaled to controls: 0 for no effect and ±100 for the full control effect.

SMILES	SNCA viab count	GPT2 inh	3T3 cytotox	SNCA expr inh	IP6K1 inh	HEK cytotox	Luciferase inh
CC(C)CC(=O)N[C@H](C)c1onc(-c2ccc(F)cc2)c1C(=O)O	11%[87.6 µM]	i	-26%[138 µM]	5%[87.6 µM]	0	-19%[172 µM]	-8%[172 µM]
CCOC(=O)CCNC(=O)N1CCCCCCNC(=O)[C@@H]2C[C@@H](c3nc(-c4cccnc4)no3)C[C@@H]21	?	i	-20%	?	0	-8%	-1%
CN(C)c1cc(N2CCCC(NC(=O)COc3ccccc3)C2)ncn1 (stereo not given)	7%	?	-28%	27%	4	-16%	-8%
CN1CC(=O)N(C2CNC2)Cc2c(NCC3CC3)ncnc21	-1%[87.6 µM]	0%[88.5 µM]	0%[138 µM]	17%[87.6 µM]	23	4%[172 µM]	nt
CC(C)(C)C(=O)N1CCN(C(=O)c2cccc(-c3ccccn3)c2)CC1	0%[12.5 µM]	i	-16%	-7%	6	-23%	nt
Cc1cc(C)cc(NC(=O)CSc2nnc(-c3cc4occc4n3C)n2-c2ccccc2C)c1	-13%	nt	nt	0%	59	nt	nt
CCCC(CCC)C(=O)Nc1cccc(-c2nc3cccnc3s2)c1C	3%	nt	nt	?	-19	nt	nt
CC(C)N1CCC2(CC1)CN(C(=O)Cc1ccsc1)Cc1ccccc1O2	2%	-14%	-24%	-30%	6	?	3%
Cn1ccnc1CNC[C@H]1Cn2c(-c3ccccc3)cnc2CO1	-6%[87.6 µM]	-5%[88.5 µM]	2%[138 µM]	-11%[87.6 µM]	4	-15%[172 µM]	11%[172 µM]
C/C1=C\CCC2=CC(OC2=O)C(C)(C)/C=C/C1=O (stereo not given)	?	i	nt	nt	-6	nt	nt
Cc1ocnc1C(=O)NC1CC(=O)N(CCc2ccc(F)cc2)C1 (stereo not given)	-9%	4%	-3%	-7%	2	-12%	13%
O=C(CN1C(=O)NC2(CCOCC2)C1=O)Nc1cccc(F)c1	-4%	i	-1%	243%[activator]	26	3%	?
O=S(=O)(C1CC1)N1CCn2c(nnc2C2CCCN2)C1 (stereo not given)	-2%	1%	i	-9%	2	-1%	nt
N#C/C(=C\c1c(Oc2ccc(Br)cc2)nc2ccccn2c1=O)c1nc2ccccc2s1	10%	nt	nt	72%[activator]	-5	nt	nt
CN(C)C(=O)NC1CCN(c2nccc(Nc3ccccc3F)n2)CC1	3%[12.5 µM]	i	?	-7%	5	?	nt

5 consecutive compounds out of the list so far:
SMILES	SNCA viab count	GPT2 inh	3T3 cytotox	SNCA expr inh	IP6K1 inh	HEK cytotox	Luciferase inh
CC(C)N1CCC2(CC1)CN(C(=O)Cc1ccsc1)Cc1ccccc1O2	2%	-14%	-24%	-30%	6	?	3%
Cn1ccnc1CNC[C@H]1Cn2c(-c3ccccc3)cnc2CO1	-6%[87.6 µM]	-5%[88.5 µM]	2%[138 µM]	-11%[87.6 µM]	4	-15%[172 µM]	11%[172 µM]
C/C1=C\CCC2=CC(OC2=O)C(C)(C)/C=C/C1=O (stereo not given)	?	i	nt	nt	-6	nt	nt
Cc1ocnc1C(=O)NC1CC(=O)N(CCc2ccc(F)cc2)C1 (stereo not given)	-9%	4%	-3%	-7%	2	-12%	13%
O=C(CN1C(=O)NC2(CCOCC2)C1=O)Nc1cccc(F)c1	-4%	i	-1%	243%[activator]	26	3%	?

Next part.
SMILES	SNCA viab count	GPT2 inh	3T3 cytotox	SNCA expr inh	IP6K1 inh	HEK cytotox	Luciferase inh
Cc1ccc(CC(=O)N2C[C@@H](CN3CCCCCC3)[C@@H](CO)C2)cc1	7%	4%	i	39%[activator]	0	-1%	0%
Cc1cccc(C)c1-c1nnc2ccc(C(=O)NCc3ccc(Cl)cc3)cn12	3%	-5%	?	-8%	13	?	nt
COCCNC(=O)[C@@H]1C[C@H](Oc2ccccc2)CN1C(=O)CC(C)C	-1%	-4%	i	23%	-6	-4%	5%
Cc1cc(F)ccc1NC(=O)C1CCN(c2cc(C(F)(F)F)ncn2)CC1	-5%	i	-25%	-6%	-10	?	6%
O=C(NCc1ccc2c(c1)OCO2)C1CCN(c2nc3ncccc3o2)CC1	-1%	i	-27%	3%	11	?	nt
COCc1cc(=O)n(CC(=O)Nc2cc(C)cc(C)c2)c(N2CCOCC2)n1	-8%	i	-26%	11%	31	?	-9%
Nc1ccc2c(N3CCCCC3)ncnc2c1	-7%	-16%	-21%	4%	5	-18%	-5%
CCOC(=O)C1(Cc2ccc(F)cc2F)CCCN(S(=O)(=O)c2c(C)noc2C)C1 (stereo not given)	-5%	i	?	-8%	-7	40µM*	0%
CC(C)CN1C(=O)CO[C@H](c2ccc(NC(=O)C3CC3)cc2)[C@H]1CO	-3%[87.6 µM]	0%[88.5 µM]	-29%[174 µM]	-3%[87.6 µM]	11	?	-17%[172 µM]
OCC1(CN2CCCC2)CCN(Cc2c(Cl)cccc2Cl)CC1	-3%	2%	?	6%	5	?	5%
O=C1CCN(C(=O)[C@@H](Cc2ccccc2)NS(=O)(=O)c2ccc3c(c2)CCC3)CCOCCN1	-14%	i	-10%	0%	-2	-12%	2%
Cc1cccc(Cn2c(COc3ccccc3)nc3ccccc32)c1	2%	nt	nt	33%[activator]	8	nt	nt
Cc1ccccc1[C@H]1C[C@@H](O)[C@@H](O)[C@@H]1NC(=O)c1cncnc1	6%[87.6 µM]	-6%[88.5 µM]	-2%[174 µM]	-30%[87.6 µM]	7	0%[172 µM]	2%[172 µM]
CCOC(=O)c1c(C)oc2nc(C)nc(Nc3cc(C)cc(C)c3)c12	-1%	nt	nt	-7%	-3	nt	nt
Cc1ccc(C)c2sc(N3CCN(C(=O)C(C)(C)C)CC3)nc12	12%	nt	nt	-11%	-8	nt	nt
Cc1ccc(C(=O)N(CC(C)C)CC2CN(C(=O)Nc3cccc(Cl)c3)CCO2)cc1 (stereo not given)	-28%	i	?	-3%	7	40µM*	-26%
Cc1cccc(NC(=O)N2CCCC2c2noc(COc3ccc(F)cc3)n2)c1 (stereo not given)	-11%	1%	?	-3%	-8	?	nt
CC(C)CCN1C[C@@H]2C[C@H]1C(=O)N(Cc1cccnc1)c1ccccc1O2	-19%[87.6 µM]	1%[88.5 µM]	?	6%[87.6 µM]	-18	?	9%[172 µM]
Cc1cnc(CCNC(=O)NC(C)(C)C)n1Cc1ccccc1	15%	1%	-4%	16%	0	-2%	4%
CCOC(=O)c1c(S(=O)(=O)N2CCCC(C(=O)NCc3cccc(C)c3)C2)c(C)n(C)c1C (stereo not given)	19%	nt	nt	-19%	7	nt	nt
COCc1ccc2c(c1)c(OC(C)(C)C(=O)NCC[S+](C)(=O)[O-])nn2Cc1ccccc1	11%	3%	35µM*	49%[activator]	5	-26%	-13%
Cc1c(-c2ccccc2F)[nH]c2ccc(CNC(=O)C3C=CCN3)cc12 (stereo not given)	5%	0%	?	40%[activator]	-17	?	10µM*
COCCn1cc(CN(C)CCc2c(C)noc2C)ccc1=O	3%	i	-6%	26%	-3	i	6%
O=C(O)C[C@H]1CCC(=O)[C@@H]1C/C=C\CCOC1OC(CO)C(O)C(O)C1O (stereo not given in full)	10%	i	nt	nt	-21	nt	nt
COc1ccc(-c2nc(C)nc3c2CN(C(=O)c2ccc(F)cc2)CC3)cc1	-9%	i	-25%	-6%	8	?	-11%
O=C(Nc1ccc(Cl)cc1)N1CCCC(C(=O)N2CCCC2c2nc3ccncc3[nH]2)C1 (stereo not given)	5%	i	-15%	-17%	-10	0%	nt
CCCN(CC1CCOC1)S(=O)(=O)c1ccc(C)c(F)c1 (stereo not given)	-7%	3%	-5%	21%	-2	-26%	5%
Cc1cc2cc(C(=O)N3CCCC(OCc4ccccn4)C3)ccc2o1 (stereo not given)	-4%	5%	-25%	4%	18	-20%	-5%
COc1ccc2c(C)c(C(=O)N3CCCC3c3c(C)noc3C)oc2c1 (stereo not given)	-11%	1%	?	6%	0	-12%	-8%
O=C(NC1CCN(c2cc(N3CCOCC3)cnn2)C1)C1CCCC1 (stereo not given)	3%	i	-27%	8%	19	-11%	nt

A second format for part of the listing above.
CCOC(=O)c1c(S(=O)(=O)N2CCCC(C(=O)NCc3cccc(C)c3)C2)c(C)n(C)c1C (stereo not given)
  SNCA viab count = 19%
  GPT2 inh = nt
  3T3 cytotox = nt
  SNCA expr inh = -19%
  IP6K1 inh = 7
  HEK cytotox = nt
  Luciferase inh = nt

CC(C)CCN1C[C@@H]2C[C@H]1C(=O)N(Cc1cccnc1)c1ccccc1O2
  SNCA viab count = -19%[87.6 µM]
  GPT2 inh = 1%[88.5 µM]
  3T3 cytotox = ?
  SNCA expr inh = 6%[87.6 µM]
  IP6K1 inh = -18
  HEK cytotox = ?
  Luciferase inh = 9%[172 µM]

More entries:
SMILES	SNCA viab count	GPT2 inh	3T3 cytotox	SNCA expr inh	IP6K1 inh	HEK cytotox	Luciferase inh
COc1cc(NC(=O)C2(Cc3cccnc3)CCCCC(=O)N2)cc(OC)c1 (stereo not given)	1%	i	1%	-4%	10	i	3%
O=C(CCc1ccccc1)N1CCC2(CC1)CC(N(C(=O)c1ccccc1)C1CC1)CCO2 (stereo not given)	-21%	i	?	1%	-7	?	-7%
O=C(NCc1ccccc1)c1ccc(NC(=O)N2CCSc3ncccc32)cc1	-1%	nt	nt	15%	2	nt	nt
CCC(C)NC(=O)C1=CC(c2ccc3c(c2)OCO3)=NS(=O)(=O)N1C (stereo not given)	-12%	nt	nt	68%[activator]	-2	nt	nt
CCc1cccc(C)c1NC(=O)COCc1cc(-c2ccc3c(c2)OCO3)on1	-2%	nt	nt	15%	-18	nt	nt
CN(Cc1cccn1C)C(=O)Nc1ccc(Cl)cc1	-7%[87.6 µM]	-14%[88.5 µM]	?	15%[87.6 µM]	5	?	?
CCN1CCC(N(Cc2ccc3c(c2)OCO3)C(=O)Nc2ccccc2OC)CC1	-4%	nt	nt	-3%	-8	nt	nt
CCCSc1ncc(Cl)c(C(=O)Nc2sc3c(c2C(N)=O)CCCC3)n1	-6%	nt	nt	5%	2	nt	nt
COc1ccc([C@H]2CN(C(=O)c3nc(N)nc4c3CCCC4)C[C@@H]2N)cc1	3%	4%	-25%	?	9	-12%	-2%
Nc1cc(=O)nc(SCC(=O)Nc2ccc(F)cc2)n1-c1ccc(Cl)cc1	-9%	nt	nt	-35%	2	nt	nt
COc1ccccc1-c1cccc(CN2CCCC(C(=O)Nc3ccccc3F)C2)c1 (stereo not given)	5%	-7%	?	-4%	1	?	nt
Oc1c(C(c2ccc(Cl)cc2Cl)N2CCOCC2)sc2nc(-c3ccco3)nn12 (stereo not given)	-18%	nt	nt	-1%	-4	nt	nt
CCCC(=O)NCC(c1ccc2c(c1)OCO2)N1CCOCC1 (stereo not given)	11%	nt	nt	17%	-5	nt	nt
CCc1noc(-c2cccn3c(CNC(=O)Cc4c[nH]c5ccccc45)nnc23)n1	8%	i	i	-1%	13	-7%	8%

A portion of the library; count on the stated rates, not on these rows.
